OXTR potentiator – human OXTR potentiation | P30559 | CHO-OTR cells, Fluo-8 calcium fluorescence, potentiator mode; 0% = oxytocin EC15, 100% = EC100 | activation, % at 3 µM | 320,000 tested, 0.061% active | AID 2445;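 active = activation above that plate's cutoff, the mean activation of tested compounds plus 3 SD, cut at about 6.6% in these data, passing the limit was not always enough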;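 note: 100% uses oxytocin at 75 nM as the full agonist control; some results filed as inactive read as strong as hits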
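Dosing: Single dose, 3.0 µM nominal final compound concentration | Material: Human OTR in CHO cells | Technique: Kinetic Fluo-8 calcium fluorescence | Benchmarks: EC15 oxytocin alone as 0%, 75 nM oxytocin as 100% | Probe or stimulus: Oxytocin at about EC15, sub-maximal agonist stimulus | Incubation: Compound 6 min at room temperature before oxytocin, 100 s read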
CHRM4 antagonist – antagonists of human muscarinic M4 receptor (CHRM4); P08173; CHO-hM4 cells, ACh EC80, Fluo-8 calcium fluorescence; inhibition, % at 3 µM; 360,000 tested, 0.73% active; AID 624125;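 active = inhibition above its plate's cutoff, the mean inhibition of sample wells plus 3 SD, cut at about 27% in these data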;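 note: 0% = acetylcholine EC80 with DMSO and 100% = DMSO without agonist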
Target sequence (P08173 whole entry, looked up): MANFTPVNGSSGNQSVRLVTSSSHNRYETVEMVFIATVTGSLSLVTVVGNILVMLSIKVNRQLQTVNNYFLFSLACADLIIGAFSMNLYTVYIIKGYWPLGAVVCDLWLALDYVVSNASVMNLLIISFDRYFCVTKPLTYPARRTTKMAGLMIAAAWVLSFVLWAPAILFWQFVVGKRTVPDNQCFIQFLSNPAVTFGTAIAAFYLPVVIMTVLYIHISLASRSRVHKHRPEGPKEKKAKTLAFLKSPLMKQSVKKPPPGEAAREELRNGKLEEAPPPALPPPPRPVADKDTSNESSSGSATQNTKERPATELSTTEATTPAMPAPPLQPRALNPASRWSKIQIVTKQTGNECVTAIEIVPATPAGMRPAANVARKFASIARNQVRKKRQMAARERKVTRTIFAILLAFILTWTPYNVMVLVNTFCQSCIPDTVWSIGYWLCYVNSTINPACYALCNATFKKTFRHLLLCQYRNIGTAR
M1 PAM – potentiates human M1 receptor response to acetylcholine; P11229; CHO-K1 hM1, Fluo-8 calcium fluorescence, ACh EC20; 0% = ACh EC20, 100% = maximal ACh; activation, % at 3 µM; 360,000 tested, 0.088% active; in the data active = activation above about 19%, passing the limit was not always enough
Target sequence (P11229 whole entry, looked up): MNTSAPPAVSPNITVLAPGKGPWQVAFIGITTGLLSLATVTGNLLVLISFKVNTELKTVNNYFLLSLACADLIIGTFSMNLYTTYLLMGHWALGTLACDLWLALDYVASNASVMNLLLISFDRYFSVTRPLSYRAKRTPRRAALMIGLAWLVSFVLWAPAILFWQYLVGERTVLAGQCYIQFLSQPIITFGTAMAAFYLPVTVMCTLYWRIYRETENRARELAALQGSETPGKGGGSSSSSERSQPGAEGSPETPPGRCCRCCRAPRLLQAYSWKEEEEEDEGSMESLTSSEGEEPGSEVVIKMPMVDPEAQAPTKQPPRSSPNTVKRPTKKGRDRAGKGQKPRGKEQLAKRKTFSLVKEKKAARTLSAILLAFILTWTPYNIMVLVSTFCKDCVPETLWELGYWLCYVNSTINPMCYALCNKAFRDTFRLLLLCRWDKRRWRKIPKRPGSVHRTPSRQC
M1 ag – agonists of human M1 muscarinic receptor; P11229; CHO-K1 hM1, Fluo-8 calcium fluorescence, agonist mode; 0% DMSO, 100% acetylcholine EC100; activation, % at 3 µM; 360,000 tested, 0.33% active;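 active = activation above the run's mean compound activation plus 3 SD, cut at about 16% in these data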;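 note: peak over basal fluorescence ratio within a 140 s kinetic read after compound addition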
CHO-K1 Ca ag – nonselective activator or artifact in parental CHO-K1 cells; Fluo-8 calcium fluorescence; scaled to maximal ATP response, vehicle zero; activation, % at 3 µM; 360,000 tested, 0.48% active; AID 602248; in the data active = activation above about 15%;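 note: untransfected CHO-K1 host cells lacking M1 receptor as counterscreen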
M4 ag – agonists of human muscarinic M4 receptor (CHRM4); CHO-K1 hM4/Gqi5, Fluo-8 calcium fluorescence; vehicle 0%, full acetylcholine response 100%; 360,000 tested, 0.14% active; AID 624127; activation, % at 3 µM;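 active = activation above the run mean over all test wells plus 3 SD, cut at about 32% in these data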;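 note: peak over basal fluorescence ratio per well then scaled between controls; 0% = DMSO wells and 100% = acetylcholine at EC100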
CHO-K1 Ca antag – M1 antagonist counterscreen hit in parental CHO-K1 cells; 360,000 tested, 0.6% active; ATP-induced calcium, Fluo-8 fluorescence; inhibition, % at 3 µM;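 active = inhibition above a per-plate cutoff, the plate's mean sample inhibition plus 3 SD, cut at about 24% in these data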;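 note: 0% = DMSO plus EC80 ATP and 100% = DMSO alone without ATP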
CHO parental Ca – signal in parental CHO cells, OX1R antagonist counter-screen. inhibition, % at 5.6 µM. AID 463079. 330,000 tested, 0.63% active. parental CHO-K1, ATP-induced calcium, Fluo-8 fluorescence;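 active = inhibition above that plate's mean sample inhibition plus 3 SD, cut at about 26% in these data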;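 note: 0% = ATP-challenged DMSO wells and 100% = DMSO wells without ATP; some compounds past the cut are filed as inactive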
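Assay system: untransfected parental CHO cell line. Also added: ATP agonist challenge. Dosing: one dose, 5.6 µM nominal. Measured by: Fluo-8 fluorescence. Read-out: % inhibition. Benchmarks: ATP wells versus no-ATP DMSO wells. Repeats: no replicates.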
M1 antag – human CHRM1 antagonism. CHO-K1 hM1, Fluo-8 calcium fluorescence, ACh EC80 antagonist. inhibition, % at 3 µM. 360,000 tested, 1.3% active. AID 588852;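 active = percent inhibition above its own plate's cutoff, namely the mean of that plate's compound wells plus 3 SD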;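 note: peak over basal fluorescence ratio during 140 s after agonist addition; 0% = ACh EC80 plus DMSO and 100% = DMSO alone without agonist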
Starred values were filed as active, the others as inactive; . = no result given.

1	CC(=O)NC(Cc1c[nH]c2ccccc12)C(=O)O (stereo not drawn)
2	Cc1cc(C(=O)N2CCCC(C(=O)c3cccc(C(F)(F)F)c3)C2)nc(C)n1 (stereo not drawn)
3	NS(=O)(=O)c1ccc(CCNc2nc3c(-c4cccc(F)c4)nnn3c3ccccc23)cc1
4	CCCCOc1ccc(NC(=O)C(=O)NCCCn2ccnc2)cc1
5	CSCCC(NC(=O)c1ccccc1Cl)C(=O)NCC(c1cccs1)N(C)C (stereo not drawn)
6	O=C(CCC(=O)N1CCN(c2ccc(Cl)c(Cl)c2)CC1)c1ccccc1
assay / entry	1	2	3	4	5	6
OXTR potentiator	-2	-6	-5	-4	.	-10
CHRM4 antagonist	-3	-10	2	-3	0	17
M1 PAM	1	0	11	-8	-1	-19
M1 ag	-7	-13	-8	-14	-5	0
CHO-K1 Ca ag	0.2	5.4	1.0	1.3	0.3	12
M4 ag	1	1	1	3	1	11
CHO-K1 Ca antag	18	10	-7	-11	0	14
CHO parental Ca	7	-16	8	-13	.	23
M1 antag	-3	-2	-8	-1	2	44*

7	CC(Sc1n[nH]c(N)n1)C(=O)Nc1cccc2ccccc12 (stereo not drawn)
8	CCCn1nc(C(=O)Nc2cc(C(=O)OC)ccc2C)c2ccccc2c1=O
9	COc1ccc(NC(=S)NC23CC4CC(CC(C4)C2)C3)cc1OC
10	O=C(COC(=O)/C=C/c1ccc(OC(F)F)cc1)Nc1ccc2[nH]c(=O)[nH]c2c1
11	Cc1ccc(S(=O)(=O)C2(C(=O)N3CCN(c4ccccc4F)CC3)CC2)cc1
12	Clc1ccc(-c2nnsc2SCc2ccccc2)cc1
assay / entry	7	8	9	10	11	12
OXTR potentiator	2	-4	-14	-3	2	0
CHRM4 antagonist	-5	3	-16	-16	5	-17
M1 PAM	3	9	4	0	1	-1
M1 ag	4	5	-3	0	-3	-4
CHO-K1 Ca ag	-0.8	0.5	0.5	0.8	1.1	0.0
M4 ag	-1	0	1	2	0	-1
CHO-K1 Ca antag	3	-10	-7	-14	-14	-6
CHO parental Ca	-18	-12	-5	0	-2	-15
M1 antag	7	6	-5	-5	-1	-6

Complete entries as entered above. Values in the order: OXTR potentiator, CHRM4 antagonist, M1 PAM, M1 ag, CHO-K1 Ca ag, M4 ag, CHO-K1 Ca antag, CHO parental Ca, M1 antag
CCCn1nc(C(=O)Nc2cc(C(=O)OC)ccc2C)c2ccccc2c1=O as listed: -4, 3, 9, 5, 0.5, 0, -10, -12, 6
Clc1ccc(-c2nnsc2SCc2ccccc2)cc1 as listed: 0, -17, -1, -4, 0.0, -1, -6, -15, -6
Cc1ccc(S(=O)(=O)C2(C(=O)N3CCN(c4ccccc4F)CC3)CC2)cc1 as listed: 2, 5, 1, -3, 1.1, 0, -14, -2, -1
O=C(COC(=O)/C=C/c1ccc(OC(F)F)cc1)Nc1ccc2[nH]c(=O)[nH]c2c1 as listed: -3, -16, 0, 0, 0.8, 2, -14, 0, -5

The listing continues.
13	O=C(COC(=O)c1cc(-c2ccco2)nc2ccccc12)NCc1ccc2c(c1)OCO2
14	Cc1ccc(-n2nc3c(=O)n(CCCC(=O)NCCN4CCN(C)CC4)nc(C)c3c2C)cc1
15	CCc1sc(C(=O)NCc2cc(C)n(C)n2)cc1Br
16	CCOC(=O)c1ccc(N2CN(CCc3ccccc3)CNC2=S)cc1
17	CCOC(=O)Cn1nnc2c(sc3nc4c(c(-c5ccccc5)c32)CCC4)c1=O
18	Cc1ccc(S(=O)(=O)N2CCCN(c3nccc(C(F)(F)F)n3)CC2)cc1
assay / entry	13	14	15	16	17	18
OXTR potentiator	-7	-3	2	0	-3	-6
CHRM4 antagonist	10	-1	-4	6	2	0
M1 PAM	-1	8	7	10	6	10
M1 ag	-3	-6	0	9	-1	-2
CHO-K1 Ca ag	0.8	-0.9	3.6	0.7	-0.3	0.1
M4 ag	2	1	4	1	0	-1
CHO-K1 Ca antag	-8	-6	0	-5	2	-12
CHO parental Ca	-5	-13	-18	-7	-24	-11
M1 antag	0	-12	1	-3	-3	-17

19	CCOc1ccc(CCNC(=O)COC(=O)c2[nH]c(C)c(C(C)=O)c2C)cc1OCC
20	C=CCSc1nc2ccsc2c(=O)n1-c1cccnc1
21	Cc1c(C(=O)N2CCCC2)oc2ccc(Br)cc12
22	COc1ccc(NS(=O)(=O)c2cc(NC(=O)c3ccc(S(=O)(=O)N(C)C)cc3)ccc2N2CCOCC2)cc1
23	Cc1nn(C(=O)c2c(-c3ccccc3)noc2C)c(C)c1N=Nc1cc(C(F)(F)F)cc(C(F)(F)F)c1
24	Cc1ccc(CNC(=O)CCS(=O)(=O)c2ccc3c(c2)NC(=O)C(C)S3)cc1 (stereo not drawn)
assay / entry	19	20	21	22	23	24
OXTR potentiator	.	1	.	-8	-17	-2
CHRM4 antagonist	-13	3	2	3	-10	-1
M1 PAM	18	5	7	-1	-1	-1
M1 ag	1	-2	-2	-4	0	-1
CHO-K1 Ca ag	-0.1	-0.1	0.8	1.2	0.1	2.2
M4 ag	2	1	2	6	2	6
CHO-K1 Ca antag	11	4	-9	-13	-2	4
CHO parental Ca	.	-18	.	1	-7	-28
M1 antag	-8	7	-13	0	6	8

25	Cc1noc(C(=O)Nc2cccc(O)c2)c1Cl
26	COc1ccccc1N=Nc1c(C)n[nH]c1C
27	CCc1ccc(OCc2nc(-c3ccccn3)no2)c(Br)c1
28	O=C(NC(c1cccnc1)c1ccc2c(c1)OCO2)C1CCN(CCOc2ccc(Cl)cc2Cl)CC1 (stereo not drawn)
29	Nc1ccc(C(=O)N2CCN(S(=O)(=O)c3ccc(Cl)cc3)CC2)cc1[N+](=O)[O-]
30	Cc1cccc(N2CCN(C(=O)NCc3ccc(Cl)cc3)CC2)c1
assay / entry	25	26	27	28	29	30
OXTR potentiator	3	0	-3	.	-12	-6
CHRM4 antagonist	22	6	2	-4	6	-15
M1 PAM	4	19	-6	17	-5	0
M1 ag	-1	-3	-7	0	-3	-4
CHO-K1 Ca ag	0.2	-0.3	0.2	1.5	8.6	1.7
M4 ag	1	0	1	4	9	3
CHO-K1 Ca antag	-15	-17	-7	-5	7	-1
CHO parental Ca	-8	-3	-20	.	7	-11
M1 antag	-22	-19	5	-12	3	-3

31	CCN(CC)Cc1c(C(=O)N/N=C/c2ccncc2)nnn1-c1nonc1N
32	Cc1cc2occ(CC(=O)N(C)CC(=O)Nc3ccc(F)cc3)c2cc1C
33	CN(C)S(=O)(=O)N1CCC(Oc2ccc(C(=O)NC3CCOC(C)(C)C3)cc2)CC1 (stereo not drawn)
34	O=c1c2sc(-c3ccccc3)cc2nc2n1CCC2
35	C[C@H](CO)N1C[C@H](C)[C@@H](CN(C)C(=O)Nc2cccc3ccccc23)OCCCC[C@H](C)Oc2ccc(NS(=O)(=O)c3cn(C)cn3)cc2C1=O
36	Cc1cccc(-c2noc(CN(C(=O)C34CC5CC(CC(C5)C3)C4)C(C)C)n2)c1
assay / entry	31	32	33	34	35	36
OXTR potentiator	-3	1	-2	-10	.	-13
CHRM4 antagonist	8	-13	1	0	5	18
M1 PAM	0	9	10	3	5	-4
M1 ag	-6	0	0	-3	-5	-3
CHO-K1 Ca ag	-0.2	2.6	1.8	0.8	0.1	-0.1
M4 ag	1	9	1	2	-1	-1
CHO-K1 Ca antag	19	-6	-2	-5	18	8
CHO parental Ca	-10	-25	-6	-10	.	-2
M1 antag	-3	-1	-18	2	5	4

37	COC(=O)C1CCN(C(=O)COC(=O)c2ccc(=O)n(Cc3ccccc3)n2)CC1
38	COc1cc2c(Cc3ccccc3)cncc2cc1O
39	S=C(c1c[nH]c2ccccc12)N1CCOCC1
40	COc1ccc2oc(C(=O)OCC(=O)NC(=O)NC(C)C)c(C)c2c1
41	CN1CCN(C(=O)N2c3ccccc3CCc3ccccc32)CC1
42	CCOc1cccc2sc(=NC(=O)c3ccco3)n(CC(=O)OC)c12
assay / entry	37	38	39	40	41	42
OXTR potentiator	-2	.	6	-1	-11	5
CHRM4 antagonist	-2	-1	4	9	51*	0
M1 PAM	11	-5	4	6	-31	0
M1 ag	-3	4	-4	-7	-13	7
CHO-K1 Ca ag	0.2	3.4	0.4	0.0	0.2	4.0
M4 ag	0	13	1	-1	1	10
CHO-K1 Ca antag	-5	-8	-1	-12	1	0
CHO parental Ca	-6	.	-9	-20	-15	-13
M1 antag	-15	1	-3	-4	96*	3

43	CCCNC(=O)Cc1c(O)c2ccccc2[nH]c1=O
44	CC1=C(C(=O)Nc2ccccc2C)C(c2ccc(C)o2)NC(=S)N1 (stereo not drawn)
45	CCOc1ccccc1CN1CCNC(=O)C1CC(=O)NCCCn1cccn1 (stereo not drawn)
46	Cc1ccc(NC(=O)COC(=O)Cn2nc(-c3ccc(F)cc3)oc2=O)cc1C
47	CCn1nnc2cc(C(=O)Nc3cc(S(C)(=O)=O)ccc3Cl)ccc21
48	CCc1ccc(NC(=O)CSCc2nc(N)nc(Nc3ccccc3CC)n2)cc1
assay / entry	43	44	45	46	47	48
OXTR potentiator	-5	-6	-2	-7	-8	0
CHRM4 antagonist	8	2	-12	-3	-6	-2
M1 PAM	10	8	1	4	-3	2
M1 ag	-3	-6	-1	-2	-2	-5
CHO-K1 Ca ag	0.9	0.2	0.3	1.1	1.7	0.3
M4 ag	1	1	0	1	2	-1
CHO-K1 Ca antag	-14	-7	-9	-15	-7	-6
CHO parental Ca	-2	-4	-15	-1	-20	-23
M1 antag	-10	-7	-3	-7	5	3

49	Cc1cc(C)cc(OCCNC(=O)c2cc(S(=O)(=O)N3CCOCC3)ccc2F)c1
50	Clc1ccc2c(NCCNC3CCCCC3)ccnc2c1
51	COc1ccc(NC(=O)C(CC(=O)O)C(C)c2ccccc2)cc1 (stereo not drawn)
52	Clc1ccccc1N=Nc1ccccn1
53	Cc1cccc(N2CCN(C(=S)c3ccccc3)CC2)c1
54	Cc1cccc(NC(=S)NCC(C)CSc2ccc(Cl)cc2)c1 (stereo not drawn)
assay / entry	49	50	51	52	53	54
OXTR potentiator	-11	.	2	.	-1	-19
CHRM4 antagonist	-16	1	-9	2	0	6
M1 PAM	11	-16	9	8	-9	-12
M1 ag	4	-9	-3	-2	-5	1
CHO-K1 Ca ag	0.9	0.9	-0.2	3.9	0.3	9.1
M4 ag	5	0	1	5	1	8
CHO-K1 Ca antag	-12	-4	18	-8	0	4
CHO parental Ca	-4	.	-1	.	0	24
M1 antag	-1	3	1	-16	13	20

55	COc1ccc(NC(=O)NCc2cccnc2)cc1
56	CCOc1ccc(C(=O)/C=C/Nc2ccc(S(=O)(=O)Nc3onc(C)c3C)cc2)cc1
57	Cc1ccc(NC(=S)N2CCCCC2CO)cc1C (stereo not drawn)
58	O=C(c1ccc(Br)o1)N(Cc1ccccc1)c1ccccn1
59	O=C(c1ccc([N+](=O)[O-])s1)N1CCc2ccccc2C1
assay / entry	55	56	57	58	59
OXTR potentiator	2	-3	-5	-1	10
CHRM4 antagonist	-5	1	7	-5	9
M1 PAM	10	5	5	6	9
M1 ag	-3	-5	-13	-4	-15
CHO-K1 Ca ag	6.7	-0.2	0.5	0.8	1.5
M4 ag	1	0	0	1	1
CHO-K1 Ca antag	8	0	-15	1	-14
CHO parental Ca	-2	-14	-6	-9	-8
M1 antag	-5	-3	-2	-9	-7

Bioassay records (PubChem BioAssay)
